# Glioma ERSR ind: inducers of ER stress response in human glioma cells | U87-MG GRP78 promoter luciferase reporter, 16 h | Potency, µM, inactives show at the top dose activation, usual class: activators | 420,000 tested, 0.02% active; further: potency means the concentration at half of the fitted maximal effect; series mostly up to about 76 µM; % of control where 0% means no effect; nearly all actives have a fitted effect of over 35% in size
#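 Stably transfected U87-MG human glioma cells carrying a GRP78-based luminescent sensor were seeded at 1000 cells/well, pin-dosed with compounds and incubated 16 h. Luciferase reagent was then added, and end-point luminescence was read after 10 min at room temperature.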
# RGS4 inh: inhibitors of human regulator of G protein signaling 4 | 390,000 tested, 0.039% active | Transcreener GDP fluorescence polarization, RGS4-accelerated GTP hydrolysis | Potency, µM (highest dose often 114 µM), for inactives: top-dose activity change, negative = inhibition, most hits filed as inhibitors | AID 504845; further: potency means the concentration at half of the fitted maximal effect; on the % scale 0 is the no-effect control and ±100 the full control effect; nearly all actives have a fitted effect of over 75% in size; some results filed as inactive show a strong effect at the top dose
# Target sequence (P49798 whole entry, looked up): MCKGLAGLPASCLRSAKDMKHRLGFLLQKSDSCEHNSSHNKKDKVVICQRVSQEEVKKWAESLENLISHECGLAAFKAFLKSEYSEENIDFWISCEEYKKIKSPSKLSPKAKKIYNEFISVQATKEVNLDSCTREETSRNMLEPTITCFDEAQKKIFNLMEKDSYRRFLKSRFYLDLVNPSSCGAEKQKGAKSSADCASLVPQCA
#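 MLSMR compounds (23 nl, pin-transferred) preincubated 10 min at room temperature with a 500nM (2x) first reagent, then RGS4 at 900nM (2x) plus Transcreener GDP mix added; fluorescence polarization (620/688 nm) read before and after 90 min at 30 °C.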
# LDHA block: LDHA (human) enzyme inhibition; P00338; purified LDHA, NADH/diaphorase-resazurin fluorescence; active compounds read low; activity change, % (values are at about 110 or 230 µM); 480,000 tested, 0.15% active; AID 1347041; in the data active means activity change below about -30%; inconclusive means mostly about -25% to -30%;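 further: plate controls were DMSO wells for no effect and wells without enzyme for full effect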
#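 Resorufin fluorescence (ex540/em590), read at 0 and 20 min after diaphorase/resazurin addition, reports the NADH left after a 5 min room-temperature reaction of 2 nM human LDH5 with 0.06 mM NADH and 0.2 mM pyruvate.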
# Vif-A3F inh: Vif-A3F binding inhibition | HeLa A3F-eYFP + Vif (tagged APOBEC3F with the HIV-1 protein that degrades it), YFP fluorescence increase | Potency, µM (highest dose often 46.1 µM), for the others: at the highest dose activity, negative = active | 390,000 tested, 0.2% active | AID 602313; further: potency means the concentration at half of the fitted maximal effect; % of control where 0% means no effect; nearly all actives have a fitted effect of over 65% in size
#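 Fluorescence increase (Ex 488/Em 500-530) after overnight compound treatment at 37 deg C flags inhibition of Vif-driven A3F-eYFP loss in stable HeLa A3F-eYFP/Vif cells seeded overnight beforehand.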
# mIDH1 inhibitor: blocks human mutant IDH1 R132H enzyme. 390,000 tested, 0.093% active. O75874. Potency, µM (doses to about 76.6 µM), inactives show top-dose activity change, negative = inhibition, most hits filed as inhibitors. IDH1-R132H enzyme, NADPH consumption, diaphorase/resazurin fluorescence; further: potency means the concentration at half of the fitted maximal effect; on the % scale 0 is the no-effect control and ±100 the full control effect; nearly all actives have a fitted effect of over 65% in size
#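 IDH1-R132H (0.5 ug/mL dispensed) in pH 7.5 Tris buffer was preincubated 30 min with compound, then given a substrate mix of 0.016 mM NADPH and 2 mM alpha-KG for 80 min at room temperature; remaining NADPH was read by diaphorase/resazurin fluorescence.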
# Vif-APOBEC3G blk: inhibitors of Vif-APOBEC3G interaction. Q9HC16. HeLa A3G-eYFP + Vif (tagged APOBEC3G with the HIV-1 protein that degrades it), YFP fluorescence, overnight. Potency, µM (highest dose often 46.1 µM), for inactives: top-dose activity, negative = active, usual class: inhibitors. 410,000 tested, 0.076% active. AID 602310;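 further: potency means the concentration at half of the fitted maximal effect; on the % scale 0 is the no-effect control and ±100 the full control effect; nearly all actives have a fitted effect of over 60% in size; hits raise eYFP signal because A3G escapes Vif-driven loss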
# Target sequence (Q9HC16 whole entry, looked up): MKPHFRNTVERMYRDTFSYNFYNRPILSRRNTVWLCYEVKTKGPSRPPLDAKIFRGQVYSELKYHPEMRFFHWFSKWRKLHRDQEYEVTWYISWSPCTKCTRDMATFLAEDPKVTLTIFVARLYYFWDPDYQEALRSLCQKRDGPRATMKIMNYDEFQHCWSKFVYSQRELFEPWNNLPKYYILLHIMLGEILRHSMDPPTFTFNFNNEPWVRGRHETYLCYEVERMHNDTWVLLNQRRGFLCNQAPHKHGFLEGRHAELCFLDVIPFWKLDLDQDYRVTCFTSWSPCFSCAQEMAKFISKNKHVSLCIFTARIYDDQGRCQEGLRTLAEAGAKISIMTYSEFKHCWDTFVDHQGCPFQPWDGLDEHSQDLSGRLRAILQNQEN
#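 Read-out is eYFP fluorescence (Ex 488/Em 500-530) from Vif-expressing HeLa A3G-eYFP cells; more signal means A3G escaped Vif-mediated degradation. Cells plated overnight, compound pinned in, incubated overnight at 37 deg C.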
# rTrxR1 inhibitor: inhibitors of rat thioredoxin reductase 1 | O89049 | recombinant rTrxR1, NADPH fluorescence consumption, selenite substrate | Potency, µM (doses to about 114 µM), for the others: top-dose activity change, negative = inhibition, hits mostly inhibitors | 390,000 tested, 1% active | AID 588453; further: potency means the concentration at half of the fitted maximal effect; on the % scale 0 is the no-effect control and ±100 the full control effect; nearly all actives have a fitted effect of over 65% in size
# Target sequence (O89049 whole entry, looked up): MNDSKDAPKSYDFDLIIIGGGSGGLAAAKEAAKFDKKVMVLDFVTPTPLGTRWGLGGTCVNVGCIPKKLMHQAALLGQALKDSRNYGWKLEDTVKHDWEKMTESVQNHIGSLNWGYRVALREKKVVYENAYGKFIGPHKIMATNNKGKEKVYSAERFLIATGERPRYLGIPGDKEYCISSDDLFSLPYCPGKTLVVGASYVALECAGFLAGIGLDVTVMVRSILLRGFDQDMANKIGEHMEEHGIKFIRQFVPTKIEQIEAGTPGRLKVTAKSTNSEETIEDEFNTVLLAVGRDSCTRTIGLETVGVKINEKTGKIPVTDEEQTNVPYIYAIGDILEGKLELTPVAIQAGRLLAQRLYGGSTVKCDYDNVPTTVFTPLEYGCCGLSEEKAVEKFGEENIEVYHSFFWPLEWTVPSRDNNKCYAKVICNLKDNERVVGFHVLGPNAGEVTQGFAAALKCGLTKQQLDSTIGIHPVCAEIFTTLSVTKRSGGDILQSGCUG
#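 Rat TrxR1 (90 nM in the dispensed reagent) was pre-reduced with 400 uM NADPH for 5 min at room temperature, then incubated with compound for 15 min. After 400 uM selenite was added, NADPH fluorescence (Ex 340/Em 450 nm) was followed for 8 min.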
# USP1 inh: inhibitors of human USP1/UAF1 deubiquitinase; 390,000 tested, 0.23% active; O94782; Potency, µM (highest dose often 57.1 µM), without a hit: at the top dose activity change, negative = inhibition, most hits filed as inhibitors; recombinant USP1/UAF1, Ub-Rhodamine cleavage fluorescence; further: potency means the concentration at half of the fitted maximal effect; on the % scale 0 is the no-effect control and ±100 the full control effect; nearly all actives have a fitted effect of over 60% in size; inactives centre near -12
#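 USP1/UAF1 complex at 1 nM was preincubated with compound for 15 min at room temperature, then Ub-Rho substrate (150nM final) was added. Fluorescence (480/540 nm) was read kinetically, 6 reads every 60 seconds.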
# TrxR1 substrate: is turned over as a substrate by rat TrxR1; purified TrxR1 substrate turnover, NADPH consumption readout; Potency, µM (top dose mostly 114 µM), without a hit: at the top dose activity change, negative = substrate turnover; 390,000 tested, 0.01% active; AID 588456; further: potency means the concentration at half of the fitted maximal effect; on the % scale 0 is the no-effect control and ±100 the full control effect; nearly all actives have a fitted effect of over 50% in size
#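 Rat TrxR1, dispensed at 90 nM, was prereduced with 400 uM NADPH (final) for 5 min at ~22 deg C, then incubated with compound 15 min before 400 uM selenite. A first-read NADPH fluorescence drop versus no-compound background flagged substrates.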
# The depositor's hits bear a star; ? = inconclusive; · = not tested or not shown; & = joins results of further samples; [ ] = remark or other dose. Unless noted, the call rests on the fitted dose curve; in most records, active means well fitted curve in the direction sought with a large enough effect; inconclusive means small, poorly fitted or top-dose-only effect, or another doubt; inactive means no such curve, though single readings can be large; an effect the other way counts as inactive or inconclusive. These rows are one share of the data, so the mix of outcomes need not match the whole.
SMILES,Glioma ERSR ind,RGS4 inh,LDHA block,Vif-A3F inh,mIDH1 inhibitor,Vif-APOBEC3G blk,rTrxR1 inhibitor,USP1 inh,TrxR1 substrate
O=C(CN1C(=O)c2ccccc2C1=O)c1ccc(F)cc1,1%,-16%,-9,10%,13%,2%,7%[57.1 µM],-2%,-9%
Cc1noc(C)c1COc1ccc(CC(=O)NCCc2ccccc2)cc1,-2%,-19%,-2,7%,4%,2%,15%,-14%,10%[57.1 µM]
CC(C)c1nc2sc3c(c2c(=O)o1)CCCC3,-2%,5%,-8,-1%,3%,3%,13%,-3%,5%
O=C(c1ccc(=O)oc1)N1CCN(c2ccc(F)cc2)CC1,-5%,-3%,-3,-4%,4%,2%,?,-18%,11%
CC(C#CCN1CCCCC1)OCCOCc1ccccc1 (stereo not given),-2%,0%,-5,7%,0%,0%,-32%,8%,-5%
CC(=O)Nc1cc2c(cc1[N+](=O)[O-])OCCO2,0%,-10%,-7,-5%,2%,0%,15%[57.1 µM],0%,-1%[57.1 µM]
O=C(O)Cc1nn(Cc2ccc(Cl)cc2)c(=O)c2ccccc12,-2%,-24%,-4,-3%,6%,0%,14%[57.1 µM],-26%,7%[57.1 µM]
COC(=O)C1=NN(C(=O)c2ccccc2)C(C)(O)C1 (stereo not given),1%,29%,-15,-2%,13%,4%,33%,-1%,13%
CC(NC(=O)COC(=O)c1cc([N+](=O)[O-])ccc1N1CCOCC1)c1ccccc1 (stereo not given),-4%,2%,-5,1%,4%,0%,-15%,-14%,-11%
COc1ccccc1NS(=O)(=O)N(C)C,-2%,17%,-1,3%,2%,1%,-7%,-2%,-8%
Nc1nc(NCc2ccccc2Cl)c2[nH]cnc2n1,0%,5%,-4&3,·,·,-9%,5%,·,4%
O=C1c2oc3ccccc3c(=O)c2C(c2cccc(O)c2)N1Cc1ccc(F)cc1 (stereo not given),-1%,17%,0,1%,-16%,-7%,26%,-2%,0%
COc1ccccc1[C@H]1C(c2ccc(F)cc2)=NN(c2ccccc2)[C@@H]1CO,-2%&-4%,-15%,2,?,7%,-10%,7%,-31%,142%[activator]
CCOC(=O)c1sc(=S)n(C)c1NC(=O)c1ccccc1Cl,-5%,-18%,-7,3%,-4%,-8%,-18%,-9%,-13%
O/N=C(/C[n+]1cccc(Br)c1)c1ccc2ccccc2c1,0%,·,-20,·,·,6%,-3%,·,9%
COc1ccccc1N1C(=O)CC(Sc2nccc(C)n2)C1=O (stereo not given),-6%,-26%,0,0%,7%,-1%,-16%,-14%,-1%
Cc1cn(C2CC3OCC(NC(=O)C(Cc4ccccc4)NC(=O)OC(C)(C)C)C3O2)c(=O)[nH]c1=O (stereo not given),-2%,-30%,·,·,·,1%,14%,·,0%
Cc1sc2nc(C3CC3)nc(N3CCN(C(=O)c4ccccc4F)CC3)c2c1C,-5%,-5%,-6,0%,-6%,0%,12%,-25%,-5%
N#C/C(=C\c1ccccc1)C(=O)OCC(=O)N1CCCC1,-3%,1%,1,-2%,-1%,1%,21%,-10%,-2%
COc1cccc(NC(=O)Cn2cc3c(n2)CCCCC3)c1,-1%,-1%,2,-3%,-2%,-3%,13%[57.1 µM],-6%,9%
CC(C)NC(=S)NC1(C)CCS(=O)(=O)C1 (stereo not given),-2%,-29%,-3,11%,8%,1%,-2%,3%,-5%
Cc1ccc(Oc2ccc(Cl)cc2N)cc1,1%,-29%,3,-12%,8%,-6%,26%[57.1 µM],-10%,6%
c1ccc(CSc2nc3ncccc3[nH]2)cc1,-1%,-6%,-8,4%,55%[activator],-6%,12%,-19%,0%
O=C(COc1ccc(Cl)cc1)NCCc1csc(-c2ccc(F)cc2)n1,-4%,11%,-3,4%,21%,-1%,7%[57.1 µM],-15%,-6%[57.1 µM]
Cn1c(C(=O)N2CCN(C(=O)c3ccco3)CC2)cc2c(=O)n3ccccc3nc21,-4%,2%,6,-4%,0%,2%,26%,0%,·
COc1ccc(-c2n[nH]c(=S)n2/N=C/C=C/c2ccccc2OC)cc1,-4%,-20%,-3,-29%,-3%,?,-15%,-7%,-7%
CCN(CC)S(=O)(=O)c1ccc(-c2cn3cc(Cl)ccc3n2)cc1,3%,-50%[56.9 µM],-1,6%,9%,-20%,12%,-13%,5%
COc1ccc(Br)c(C(=O)Nc2ccc(F)cc2)c1,1%,31%,-10,?,-6%,1%,0%,-6%,-11%
CCOc1ccc(NC(=O)CN(C)C(=O)CSCc2cccc(C)c2)cc1OCC,-4%,-7%,1,-22%,5%,-2%,10%,-17%,1%
COc1ccc(O)c(/C=N/NC(=O)CN2CCS(=O)(=O)CC2)c1,5%,13%,0,0%,-13%,-4%,6%,-15%,18%
COC(=O)c1ccc(NC(=O)CSCc2ccccc2)cc1,4%,-13%,-3,-9%,3%,1%,26%[57.1 µM],-7%,6%[57.1 µM]
CCOc1ccc(/C=N/NC(=O)CNC(=O)c2ccc(S(=O)(=O)N3CCOCC3)cc2)cc1,-5%,-7%,-10,-20%,-14%,-27%,14%,-21%,-2%
O=C1CCCN1CCCNC(=S)Nc1ccc(Nc2ccccc2)cc1,0%,-16%,-5,1%,4%,0%,?,-11%,4%
Cc1ccc(C(=O)Nc2ccc(OCc3cc(=O)n4c(C)csc4n3)cc2)cc1,-1%,-8%,-6,2%,-5%,3%,21%,-26%,4%
COc1cccc(CNC(=O)c2ccc(OCC(=O)N3CCOCC3)c(OC)c2)c1,1%,4%,-5,6%,0%,0%,-2%[57.1 µM],-8%,-2%[57.1 µM]
CC(C)C(NS(=O)(=O)c1cccs1)C(=O)Nc1nc(C(C)(C)C)cs1 (stereo not given),-2%,-4%,8,-2%,-3%,-6%,19%[57.1 µM],1%,0%
OC(COCc1ccc(Cl)cc1)CN1CCN(c2ccccn2)CC1 (stereo not given),-2%,-26%,1,3%,-2%,1%,-3%,-21%,-11%
COC(=O)c1sc2nc(C)cc(-c3ccccc3)c2c1N,-5%,0%,-10,2%,6%,-1%,14%[57.1 µM],-15%,-13%
CN(Cc1ccccc1)C(=O)CCCn1c(=O)c2cccn2c2cccnc21,-7%,5%,-7,-3%,1%,-1%,11%,-9%,2%
CCC(=O)Nc1ccc2nc(SCCOc3ccccc3)sc2c1,-2%,20%,-5,1%,15%,1%,-24%,3%,-8%

# By substructure, those above with an aryl thioether with sulfur outside any ring
SMILES,Glioma ERSR ind,RGS4 inh,LDHA block,Vif-A3F inh,mIDH1 inhibitor,Vif-APOBEC3G blk,rTrxR1 inhibitor,USP1 inh,TrxR1 substrate
COc1ccccc1N1C(=O)CC(Sc2nccc(C)n2)C1=O (stereo not given),-6%,-26%,0,0%,7%,-1%,-16%,-14%,-1%
c1ccc(CSc2nc3ncccc3[nH]2)cc1,-1%,-6%,-8,4%,55%[activator],-6%,12%,-19%,0%
CCC(=O)Nc1ccc2nc(SCCOc3ccccc3)sc2c1,-2%,20%,-5,1%,15%,1%,-24%,3%,-8%

# Following part
SMILES,Glioma ERSR ind,RGS4 inh,LDHA block,Vif-A3F inh,mIDH1 inhibitor,Vif-APOBEC3G blk,rTrxR1 inhibitor,USP1 inh,TrxR1 substrate
C=CCNC(=O)c1nn2cccnc2c1Cl,-4%,4%,-8,2%,3%,0%,5%[57.1 µM],-4%,8%[57.1 µM]
CCOc1cccc(/C=N/NC(=S)Nc2ccccc2[N+](=O)[O-])c1O,-7%,-12%,1,-21%,-7%,-22%,24%,-20%,1%
COC(=O)c1c(O)cc(C(C)(C)C)n(-c2ccccc2)c1=O,-1%,17%,-7,1%,1%,1%,-3%,-1%,-6%
CC(=O)c1sc(NC(=O)c2ccc(Br)o2)nc1C,1%,-14%,-2,0%,11%,-3%,-3%,-6%,-6%
COc1ccc(CNC(=S)N/N=C(\C)c2ccc(OC)cc2)cc1,2%,2%,-7,0%,1%,1%,14%,-24%,4%
CCOC(=O)c1cc(C#N)c(N2CCN(C(=O)c3cccc(C(F)(F)F)c3)CC2)nc1C(F)(F)F,-1%,-5%,-1,7%,4%,0%,9%,-24%,43%[activator]
O=C(CN1CCN(Cc2ccccc2Cl)C1=O)N1CCCCCC1,-5%,-3%,-15,0%,-2%,-3%,10%[57.1 µM],-20%,10%[57.1 µM]
Nc1c(C(=O)N/N=C/c2ccc(F)cc2)oc2nc(-c3ccccc3)cc(-c3ccco3)c12,5%,-19%,-2,?,3%,?,5%[57.1 µM],?,7%[57.1 µM]
O=C(NCc1cccs1)C1CCCN1C(=O)NC1CCCCC1 (stereo not given),-2%,-14%,4,-1%,5%,-4%,-5%[57.1 µM],-3%,22%[57.1 µM]
O=C(c1cccnc1NCc1ccc(F)cc1)N1CCOCC1,-1%,-12%,-5,-12%,3%,0%,12%[57.1 µM],1%,13%[57.1 µM]
CCOc1ccc(NC2C=CS(=O)(=O)C2)cc1 (stereo not given),-2%,14%[11.4 µM],20,-4%,1%,0%,?,-7%,8%[57.1 µM]
CCc1ccc(CNC(=O)C2CC(=O)N(CCc3ccc(C)cc3)C2)cc1 (stereo not given),-2%,5%,-2,-4%,0%,-1%,10%,-7%,6%

# Screening results deposited in PubChem BioAssay by National Center for Advancing Translational Sciences (NCATS).
